# Compound activity deposited in PubChem by Southern Research Specialized Biocontainment Screening Center.
# H1N1 NS1A inhibition = H1N1 influenza NS1A inhibitors, functional cell based assay (AID 504329); NS1A functional cell-based assay, percent inhibition; higher % means a stronger effect; inhibition, % at 12.5 µM, or IC50 in µM where a hit was titrated; 340,000 compounds, 0.3% hits; in the data active = a potency from the dose series; inconclusive = inhibition above about 27% without an active follow-up result; note: strong numbers were not always called active
# M. tuberculosis HTS = M. tuberculosis growth inhibition, HTS (AID 449762); inhibition, % at 25 µM; hits with a dose series show IC50 in µM; 330,000 compounds, 0.59% hits; M. tuberculosis H37Rv growth inhibition, 7H9 media; higher % means a stronger effect; in the data active = a potency from the dose series; inconclusive = inhibition above about 70% without an active follow-up result;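 note: bacterial growth assessed after seven days of incubation; strong numbers were not always called active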
# Salmonella PhoP GFP = PhoP regulon inhibitors, Salmonella typhi PhoP promoter GFP reporter, confirmatory (AID 1850); Salmonella Typhi PhoP-promoter GFP reporter, fluorescence, 4 h; higher % means a stronger effect; 310,000 compounds, 0.33% hits; one-dose inhibition, % at 50 µM; IC50 in µM for titrated hits; in the data active = a potency from the dose series; inconclusive = inhibition mostly from about 25% at the one dose, without a potency; inactive = the rest, 99 in 100 with inhibition below about 19%;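 note: 0% = induced wells with vehicle and 100% = uninduced wells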
# inhibitors of VEEV = inhibitors of VEEV TC-83 cytopathic effect, confirmation, Vero cells (AID 588727). Vero cells, VEEV TC-83 cytopathic effect inhibition; higher % means a stronger effect. one-dose inhibition, % at 20 µM; IC50 in µM for titrated hits. 350,000 compounds, 0.13% hits; in the data active = a potency from the dose series; inconclusive = inhibition mostly from about 14% at the one dose, without a potency; inactive = the rest, 99 in 100 with inhibition below about 12%; note: strong numbers were not always called active
# M. tuberculosis = growth inhibition of non-replicating M. tuberculosis (AID 488890) | 320,000 compounds, 0.39% hits | Mycobacterium tuberculosis non-replicating, growth inhibition; higher % means a stronger effect | inhibition, % at 25 µM, or IC50 in µM where a hit was titrated; in the data active = a potency from the dose series; inconclusive = inhibition mostly from about 82% at the one dose, without a potency; inactive = the rest, 99 in 100 with inhibition below about 76%;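 note: plate controls were DMSO cells for no effect and high antibiotic wells for full effect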
# inhibitors of VEEV 10K pilot screen = second read-out of inhibitors of VEEV, no call of its own (marks repeat the call); inhibition, %; measured here: 10K pilot screen inhibition
# Numbers without * were called inactive; i = inactive; ? = inconclusive; . = no result given. No enrichment for hits. Share with any hit: about 1.4%.
SMILES,H1N1 NS1A inhibition,M. tuberculosis HTS,Salmonella PhoP GFP,inhibitors of VEEV,M. tuberculosis,others
c1cncc(-c2nc(NCCCn3ccnc3)c3ccccc3n2)c1,-14%,0%,17%,7.6%,9%,
Cc1cc(C(=O)Nc2cccc(S(=O)(=O)N3CCCCC3)c2)c2ccccc2n1,-6%,-7%,-69%,7.0%,1%,
CCN(CC(=O)Nc1ccc2c(c1)OCO2)S(=O)(=O)c1ccccc1,3%,1%,19%,1.8%,10%,
O=C(NCc1ccccn1)c1ccc([N+](=O)[O-])cc1,14%,5%,-8%,0.1%,19%,inhibitors of VEEV 10K pilot screen=1.0
CC[C@@H](C)[C@H](CN[C@H](CNC)[C@@H](C)O)NCCc1ccc(OC)cc1,-7%,1%,4%,0.5%,5%,inhibitors of VEEV 10K pilot screen=0.2
O=C(COC(=O)Cc1cccs1)NCc1ccc(F)cc1,-4%,1%,-5%,1.2%,12%,
COC(=O)C1=C(C)NC(=S)NC1c1ccc(-c2cc(Cl)ccc2Cl)o1 (configuration not stated),20%,7%,-7%,1.5%,13%,
O=C(NCCN=C1NS(=O)(=O)c2ccccc21)c1ccc2nccnc2c1,0%,-4%,5%,i,-19%,
CCc1n[nH]c(=S)n1/N=C/c1ccc(N(C)c2ccccc2)cc1,7%,10%,-5%,5.5%,1%,
CSc1nc2cc(S(=O)(=O)N3CCCCC3)ccc2s1,-22%,.,.,i,.,
CCn1c(=NC(=O)CN2C(=O)CCC2=O)sc2c(C)cc(C)cc21,2%,.,.,2.4%,.,
CCc1ccc(Nc2nnc(SC3CCOC3=O)s2)cc1 (configuration not stated),-4%,-2%,-11%,0.7%,32%,
O=C(Nc1ccccc1)c1nnsc1S(=O)(=O)c1ccc(Cl)cc1,-7%,-6%,7%,?,?,
CC1=C/C(=C/N(C)C)C(=O)O1,-7%,-3%,-7%,0.9%,7%,
O=C(NCc1ccc2c(c1)OCO2)c1c[nH]c2ccc(S(=O)(=O)N3CCOCC3)cc2c1=O,-1%,-1%,0%,i,-13%,
COc1ccc2cc(C(=O)NC3CCCCC3)c(=O)oc2c1,-1%,.,.,5.6%,.,
CCCc1[nH]n(-c2nc3ccccc3s2)c(=O)c1C=NCCN1CCOCC1,6%,3%,2%,0.4%,23%,
Cc1nn(-c2ccccc2)c2[nH]c(=O)c(CNCc3ccc4c(c3)OCO4)cc12,2%,-4%,17%,0.9%,-1%,
NNC(=O)c1nnn(-c2nonc2N)c1-c1cccs1,5%,-2%,10%,i,-2%,
COc1ccccc1C1C(C(=O)c2cc3ccccc3o2)=C(O)C(=O)N1c1cc(C)on1 (configuration not stated),-6%,62%,6%,3.2%,61%,
COc1cccc(CNc2nc3nc(C)cc(C)n3n2)c1,15%,8%,-4%,3.3%,1%,
C/C(=N\NC(=O)c1cc(C)nc2ccccc12)c1ccco1,-1%,-2%,5%,1.3%,-6%,
Cc1cc(C)c(-n2c(O)c(/C=N/N3CCCCC3c3cccnc3)c(=O)[nH]c2=O)c(C)c1 (configuration not stated),10%,6%,-12%,0.7%,15%,
Cc1ccc(NCc2nnc(SCC(=O)N3CCCCC3)n2CC2CCCO2)c(C)c1 (configuration not stated),-5%,4%,-2%,7.5%,-2%,
Cc1ccc(Cl)c(OC(=O)c2ccc(N3CCOCC3)c([N+](=O)[O-])c2)c1,5%,70%,-7%,1.2%,?,
SMILES,H1N1 NS1A inhibition,M. tuberculosis HTS,Salmonella PhoP GFP,inhibitors of VEEV,M. tuberculosis,others
CCCCn1c(N)c(N(CC(C)C)C(=O)CN(C)S(=O)(=O)c2ccc(F)cc2)c(=O)[nH]c1=O,-4%,4%,4%,5.7%,-4%,
Cc1nc2c(C(=O)NCc3ccc4c(c3)OCO4)c[nH]n2c(=O)c1Cl,6%,-10%,-5%,0.9%,46%,inhibitors of VEEV 10K pilot screen=0.9
CC1CCN(C(=O)CCCNC(=O)Cn2cnc3sc4c(c3c2=O)CCCC4)CC1,-5%,-17%,2%,0.7%,.,
CC(C)CSc1nnc2c3ccccc3n(C)c2n1,-2%,3%,-2%,4.9%,i,
COc1ccc(C2CC(O)(c3ccccc3)Oc3cc(OC)cc(OC)c32)cc1 (configuration not stated),-10%,.,.,3.6%,.,
O=C(COc1ccccc1Cl)N1CCN(C(=O)c2ccco2)CC1,-3%,0%,-10%,1.9%,7%,
COCC(=O)N1CCN(c2ccc([N+](=O)[O-])cc2)CC1,1%,3%,7%,i,8%,
Cc1[nH]c2ccccc2c1C(=O)C(=O)N(C)C1CCCCC1,4%,-7%,-1%,2.6%,1%,
O=C(N/N=C/c1ccccn1)c1c[nH]c2ccccc12,8%,3%,1%,4.0%,-11%,
CC(C)(C)c1ccc(C(=O)OCC(=O)NC2CC2)cc1,-3%,.,.,0.5%,.,
COc1ccccc1N1CCN(C(=O)c2c(-c3c(F)cccc3Cl)noc2C)CC1,-2%,.,.,7.5%,.,
COc1ccc(C)cc1NC(=O)CN1C(=O)COc2ccc(S(=O)(=O)N3CCOCC3)cc21,7%,-4%,0%,1.1%,5%,
CCc1nc(N)c(C#N)c(-c2ccncc2)c1C,2%,-2%,-16%,i,6%,
Cc1cccc(NC(=O)CSc2nnc(C)c(=O)n2N)c1C,-9%,-5%,-2%,0.7%,5%,
CCC(=O)N1CCc2cc(S(=O)(=O)CCC(=O)NCc3ccc(C)cc3)ccc21,8%,1%,6%,0.1%,-3%,
Cn1c(=O)c2[nH]c(-c3cccnc3)nc2n(C)c1=O,0%,-6%,-8%,2.0%,-2%,
Cc1cc(C)c(C#N)c(N2CCN(Cc3ccc4c(c3)OCO4)CC2)n1,4%,1%,4%,i,-2%,
CCOc1ccc(OCCCC(=O)N(CC)CC(=O)Nc2c(F)cccc2F)cc1,-21%,-10%,.,i,21%,
Cc1ccc(NC(=O)Nc2nc3ccccc3s2)cc1NC(=O)Nc1nc2ccccc2s1,7%,-3%,1%,1.7%,-14%,
Cc1ccc([N+](=O)[O-])cc1N(CC(=O)N1CCCCC1)S(C)(=O)=O,-2%,9%,4%,0.6%,30%,
COc1ccc(CC(NC(=O)c2ccccc2)C(=O)NCC(=O)O)cc1 (configuration not stated),2%,-7%,3%,1.7%,-4%,inhibitors of VEEV 10K pilot screen=0.1
O=C(Nc1ccccc1-c1ccccc1)c1ccc(NC(=O)c2ccco2)cc1,9%,40%,5%,9.8%,3%,
CCOc1ccc(OCCC(=O)OCC(=O)Nc2ccc3c(c2)OCO3)cc1,2%,?,6%,0.8%,50%,
Cc1ccc(NC(=O)Cn2nc(C)c([N+](=O)[O-])c2C)cc1Cl,-4%,.,.,0.5%,.,
CCOc1ccccc1/C=C/c1onc(C)c1S(=O)(=O)N1CCC(C(=O)N(CC)CC)CC1,-2%,4%,-20%,5.5%,23%,

# Entries shown so far with fluorine, in the order listed:
SMILES,H1N1 NS1A inhibition,M. tuberculosis HTS,Salmonella PhoP GFP,inhibitors of VEEV,M. tuberculosis,others
O=C(COC(=O)Cc1cccs1)NCc1ccc(F)cc1,-4%,1%,-5%,1.2%,12%,
CCCCn1c(N)c(N(CC(C)C)C(=O)CN(C)S(=O)(=O)c2ccc(F)cc2)c(=O)[nH]c1=O,-4%,4%,4%,5.7%,-4%,
COc1ccccc1N1CCN(C(=O)c2c(-c3c(F)cccc3Cl)noc2C)CC1,-2%,.,.,7.5%,.,
CCOc1ccc(OCCCC(=O)N(CC)CC(=O)Nc2c(F)cccc2F)cc1,-21%,-10%,.,i,21%,

# Remaining list, next part.
SMILES,H1N1 NS1A inhibition,M. tuberculosis HTS,Salmonella PhoP GFP,inhibitors of VEEV,M. tuberculosis,others
O=C(CC(Nc1cccc(Cl)c1Cl)C(=O)O)c1ccccc1 (configuration not stated),-8%,1%,-4%,0.9%,26%,
C/C(=C/c1ccccc1)C(=O)N1CCC(C)CC1,-3%,-1%,-6%,0.2%,?,
C=CCn1c(SCC(=O)c2cc(C)n(CCOC)c2C)nc2sc(C)c(C)c2c1=O,-13%,8%,-1%,9.4%,15%,
Cc1ccccc1CNC(=O)C1CCC(=O)N(Cc2cccc(F)c2)C1 (configuration not stated),-2%,2%,3%,1.2%,2%,
Cn1c(CNC(=O)CCNC(=O)c2cccc(Br)c2)cc(=O)n(C)c1=O,-5%,14%,-13%,0.9%,10%,
COCCn1nnnc1C(CC(C)C)N1CCN(c2cccc(OC)c2)CC1 (configuration not stated),-18%,.,.,2.8%,.,
Nn1cc(-c2ccccc2)nc1SCC(=O)Nc1ccc2c(c1)OCO2,6%,-2%,4%,8.7%,15%,
COc1cccc(CN(C)C(=O)c2cc(S(=O)(=O)NCc3ccccc3)ccc2C)c1OC,-9%,-1%,-1%,5.2%,11%,
COc1ccc2c(c1)[nH]c1c(=O)n(CCN(C)C)cnc12,7%,5%,2%,1.5%,-1%,
CCOC(=O)[C@@H]1CSCCS(=O)(=O)N1,-21%,.,.,i,.,
CC(=O)Nc1ccc(OCC(=O)N2CCc3ccccc3C2)cc1,10%,-1%,5%,1.9%,-7%,
COc1cc(/C=N/NC(=O)CCc2n[nH]c(=O)[nH]c2=O)ccc1O,3%,-5%,-3%,1.7%,-12%,
CS(=O)(=O)N(CC(=O)NCc1ccc2c(c1)OCO2)C1CCCCC1,-5%,-11%,5%,0.8%,2%,
Cc1cc(C)nc(SCc2ccc(C(=O)NN=C3CCCC3)cc2)n1,-16%,3%,-18%,2.0%,-21%,
O=S(=O)(NC1CC1)c1ccc(S(=O)(=O)N2CCCC3(CCCCC3)C2)cc1,1%,-1%,5%,0.5%,-20%,
CC(C)[C@@H](NC(=O)C1CCC(CNC(=O)[C@H](Cc2ccccc2)NC(=O)OC(C)(C)C)CC1)C(=O)O (some centres not stated),-1%,-12%,7%,1.0%,-8%,
COCCn1c(-c2ccc(-c3ccccc3Cl)o2)nc2c1c(=O)[nH]c(=O)n2CC(C)C,-7%,.,-4%,4.1%,12%,
C/C(=N\NC(=O)c1cc(C(C)C)[nH]n1)c1ccco1,1%,8%,-7%,1.1%,28%,
O=C(COC(=O)CC1c2ccccc2CCN1S(=O)(=O)c1ccc(F)cc1)Nc1ccccc1 (configuration not stated),-2%,-4%,1%,i,16%,
CCCc1nc2sc3c(c2c(=O)n1NC(=O)CCC(=O)O)CCCC3,0%,-1%,-1%,3.7%,0%,
COc1cc(SC)ccc1C(=O)Nc1cccc(C)n1,3%,-2%,-3%,0.4%,28%,
COc1ccc(N2C(=O)CS/C2=N\C(=S)Nc2ccccc2)cc1,7%,-7%,0%,i,-10%,
COc1cc(C#N)ccc1OCC(=O)N1CCc2ccccc2C1,-21%,9%,-4%,i,8%,
COc1cc(OC)cc(C(=O)NC(=S)Nc2nnn(C)n2)c1,8%,-4%,12%,1.5%,?,
N#Cc1ccccc1NC(=O)CSc1nnc(-c2ccc(F)cc2)n1-c1ccccc1,-23%,.,.,3.7%,.,
SMILES,H1N1 NS1A inhibition,M. tuberculosis HTS,Salmonella PhoP GFP,inhibitors of VEEV,M. tuberculosis,others
O=c1[nH]c2cc3c(cc2cc1C(c1nnnn1C1CCCC1)N1CCCc2ccccc21)OCCO3 (configuration not stated),-92%,.,.,i,.,
CC[C@H]1CN2CC[C@@]3(C(=O)Nc4ccccc43)[C@@H]2C[C@@H]1/C(=C\OC)C(=O)OC,.,-6%,-16%,.,8%,
COc1ccc2[nH]c3c(NCc4ccco4)ncnc3c2c1,.,2%,-3%,.,45%,
Cc1ccc(OCc2cc(C(=O)N(C)CCc3ccccc3)no2)cc1C,-12%,1%,-2%,3.4%,80%,
COC(=O)C(C)n1cnc2c(nnn2-c2ccccc2)c1=O (configuration not stated),10%,-7%,15%,1.0%,6%,
Clc1cccc(Cl)c1Cl,-1%,-9%,.,i,-2%,
CCCCCCCCSc1nnc2[nH]c(=O)cc(N)n12,2%,10%,3%,0.1%,55%,inhibitors of VEEV 10K pilot screen=0.2
COc1ccc(NC(=O)Nc2ccc3c(c2)CCC3)c(OC)c1,-4%,0%,7%,0.7%,3%,
CC(C)N(CCNC(=O)c1ccc(NC2=NC3CS(=O)(=O)CC3S2)cc1)Cc1ccco1 (configuration not stated),-3%,-7%,-3%,1.3%,-11%,inhibitors of VEEV 10K pilot screen=0.9
CNc1nc(N/N=C/c2cc3c(cc2[N+](=O)[O-])OCO3)nc(Nc2ccccc2)n1,6%,12%,-12%,?,21%,
COC(=O)c1ccccc1-c1ccc(C(c2c(C)[nH][nH]c2=O)c2c(C)[nH][nH]c2=O)o1,2%,23%,15%,2.6%,-9%,
Cc1ccc(NC(=O)N2CCCCC2)cc1[N+](=O)[O-],5%,-4%,9%,i,13%,
CSCCC(NC(=O)COc1ccccc1)C(=O)NCCOc1ccccc1 (configuration not stated),-3%,-6%,.,0.5%,3%,
